GLS inhibitor: inhibitors of human glutaminase (GLS); O94925; GLS enzymatic activity, qHTS titration; Potency, µM (top dose mostly 45.5 µM), inactives show at the top dose activity change, negative = inhibition, actives largely listed as inhibitors; actives 0.21% (n = 410,000); AID 624170; also: potency is read from the fitted curve at half-maximal effect; % is scaled to controls: 0 for no effect and ±100 for the full control effect
Target sequence (O94925 whole entry, looked up): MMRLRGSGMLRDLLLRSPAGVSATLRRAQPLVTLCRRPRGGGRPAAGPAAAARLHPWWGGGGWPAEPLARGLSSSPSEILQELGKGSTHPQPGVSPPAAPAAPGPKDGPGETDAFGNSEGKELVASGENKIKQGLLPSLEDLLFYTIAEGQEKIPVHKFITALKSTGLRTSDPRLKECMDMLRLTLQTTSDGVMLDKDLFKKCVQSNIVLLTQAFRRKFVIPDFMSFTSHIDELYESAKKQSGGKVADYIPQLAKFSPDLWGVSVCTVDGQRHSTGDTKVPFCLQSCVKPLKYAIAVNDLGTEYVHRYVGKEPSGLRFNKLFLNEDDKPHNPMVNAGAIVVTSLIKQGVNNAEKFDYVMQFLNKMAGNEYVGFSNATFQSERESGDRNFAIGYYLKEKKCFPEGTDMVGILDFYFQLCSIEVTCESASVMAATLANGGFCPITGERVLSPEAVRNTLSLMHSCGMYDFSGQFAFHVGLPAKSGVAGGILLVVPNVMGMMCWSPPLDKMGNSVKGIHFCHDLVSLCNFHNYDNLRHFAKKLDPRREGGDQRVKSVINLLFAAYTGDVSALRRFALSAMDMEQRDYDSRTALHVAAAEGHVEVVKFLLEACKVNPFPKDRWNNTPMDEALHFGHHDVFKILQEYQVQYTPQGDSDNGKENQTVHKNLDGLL
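hKGA in 45 mM KH2PO4 (pH 8.2), 0.02% Tween-20 with compound, then 1mM L-Glutamine (stock as added) plus glutamate oxidase/HRP/Amplex red coupling mix. Fluorescence read initially and after 30 min at RT; signal change reflects glutamate formation.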
JMJD2A Tudor: blocks the human JMJD2A Tudor domain; AlphaScreen JMJD2A-Tudor / H3K4me3 peptide binding; Potency, µM (top dose mostly 114 µM), inactives show top-dose activity change, negative = inhibition, most hits filed as inhibitors; O75164; actives 4.4% (n = 390,000); also: potency is read from the fitted curve at half-maximal effect; % is scaled to controls: 0 for no effect and ±100 for the full control effect; nearly all actives have a fitted effect of over 50% in size
12-LOX inh: ALOX12 (human) lipoxygenase inhibition; purified 12hLO, xylenol orange hydroperoxide absorbance; Potency, µM (titrated, usually from 108 µM), inactives show at the top dose activity change, negative = inhibition, actives largely listed as inhibitors; actives 1.1% (n = 580,000); AID 1671190; also: potency is read from the fitted curve at half-maximal effect; % is scaled to controls: 0 for no effect and ±100 for the full control effect
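Purified human 12hLO (150 nM final) in 25 mM Hepes, 0.01% Triton X-100, pH 7.0 was preincubated 15 min at room temperature with compound. Then 40 uM arachidonic acid was added, 30 min. Hydroperoxide was read by Fe-XO absorbance ratio 573/405 nm.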
BAZ2B block: BAZ2B (human) inhibition; AlphaScreen BAZ2B-H3K14Ac peptide displacement; actives 4.4% (n = 360,000); Potency, µM (top dose mostly 114 µM), without a hit: top-dose activity change, negative = inhibition, actives largely listed as inhibitors; Q9UIF8; also: potency is read from the fitted curve at half-maximal effect; % is scaled to controls: 0 for no effect and ±100 for the full control effect; nearly all actives have a fitted effect of over 60% in size
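AlphaScreen displacement of biotin-H3(5-23)K14Ac peptide (50 nM final) from BAZ2B (50 nM final) in PBS pH 7.4, 0.01% Tween-20; complex preformed 30 min RT, then compounds (top 110 uM) 30 min RT, beads 20 min dark.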
G9a inh: blocks human histone lysine methyltransferase G9a. G9a H3K9 monomethylation, AlphaScreen, 2 h. AID 504332. Potency, µM (titrated, usually from 102 µM), for inactives: top-dose activity, negative = inhibition, actives largely listed as inhibitors. actives 8.8% (n = 350,000); also: potency is read from the fitted curve at half-maximal effect; % is scaled to controls: 0 for no effect and ±100 for the full control effect; nearly all actives have a fitted effect of over 75% in size
Target sequence (Q96KQ7 913-1193 limits assumed): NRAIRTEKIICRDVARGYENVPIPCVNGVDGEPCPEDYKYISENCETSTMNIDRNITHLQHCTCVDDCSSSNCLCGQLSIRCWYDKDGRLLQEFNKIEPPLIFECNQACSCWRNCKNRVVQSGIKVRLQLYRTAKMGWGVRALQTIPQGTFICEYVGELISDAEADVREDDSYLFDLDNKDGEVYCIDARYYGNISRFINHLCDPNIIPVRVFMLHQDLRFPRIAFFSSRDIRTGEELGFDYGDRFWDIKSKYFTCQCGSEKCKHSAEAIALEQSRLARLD
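AlphaScreen detection with an anti-monomethyl H3K9 antibody quantified product after a 2 h room-temperature reaction containing 500 nM biotinylated H3K9 peptide, 20 µM SAM and 20 nM enzyme, which had been preincubated 15 min with compound.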
RGS4 inh: blocks human RGS4-accelerated GTP hydrolysis; P49798; Transcreener GDP fluorescence polarization, RGS4-accelerated GTP hydrolysis; Potency, µM (doses to about 114 µM), for inactives: at the top dose activity change, negative = inhibition, most hits filed as inhibitors; actives 0.039% (n = 390,000); AID 504845; also: potency is read from the fitted curve at half-maximal effect; % is scaled to controls: 0 for no effect and ±100 for the full control effect; nearly all actives have a fitted effect of over 75% in size; some results filed as inactive show a strong effect at the top dose
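MLSMR compounds (23 nl, pin-transferred) preincubated 10 min at room temperature with a 500nM (2x) first reagent, then RGS4 at 900nM (2x) plus Transcreener GDP mix added; fluorescence polarization (620/688 nm) read before and after 90 min at 30 °C.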
PI4K2A block: PI4K2A (human) kinase inhibition; Q9BTU6; purified PI4K2A, ADP-Glo luminescence, 1 h; active compounds read low; activity change, negative = inhibition, % at 76.9 µM; actives 0.13% (n = 420,000); AID 1346378; in the data active = activity change below about -50%; inconclusive = mostly about -30% to -49%;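 also: -100% = wells without enzyme as full effect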
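Compounds are screened against recombinant PI4K2A using PI as substrate and ATP, the latter dispensed at 300 microM. Reactions run one hour at ambient temperature before ADP-Glo detection; full inhibition defined by wells lacking enzyme.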
ERG-DNA inh: ERG Ets/DNA interaction inhibition; fluorescence polarization, His-ERG Ets domain / labelled DNA; actives 0.028% (n = 370,000); Potency, µM (titrated, usually from 76.9 µM), without a hit: at the top dose FP activity, negative = inhibition, hits mostly inhibitors; active = well fitted inhibition curve with a large enough effect in the polarisation, with a control signal flat; inconclusive = small, poorly fitted or top-dose-only effect, or effect the other way, or a change in a side signal; inactive = no such curve, though single readings can be large or run the other way; the % refers to the polarisation;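 also: polarization taken with two DNA probes labelled with fluorescein and Texas red; potency is read from the fitted curve at half-maximal effect; % of control where 0% means no effect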
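His-tagged ERG Ets domain (1 uM in the protein solution; 300mM KCl, 50mM Tris-HCl, 1mM EDTA, 1mM DTT, pH 7.5) received compound, then a probe mix of 5 nM fluorescein-DNA and 100nM Texas-615-DNA. Fluorescence polarization was read for both dyes.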
HP1b binding inh: blocks HP1-beta chromodomain binding to methylated histone tails; P83916; AlphaScreen HP1-beta / biotin-H3K9me3 peptide binding; Potency, µM (doses to about 114 µM), without a hit: at the highest dose activity change, negative = inhibition, hits mostly inhibitors; actives 0.56% (n = 390,000); AID 540317; also: potency is read from the fitted curve at half-maximal effect; nearly all actives have a fitted effect of over 70% in size; inactives centre near 23
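AlphaScreen: HP1-beta (50 nM) preformed 30 min with biotin-H3(1-18)K9me3 peptide (50 nM) in PBS pH 7.4, 0.01% Tween-20. Compound added for 30 min at RT, then streptavidin donor/nickel chelate acceptor beads (10 ug/mL) for 30 min.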
Active calls of the source: *; ? = inconclusive; / = no result given; [ ] = remark or other dose. Unless noted, calls follow the shape of the dose curve; as a rule, active = well fitted curve in the direction sought with a large enough effect; inconclusive = small, poorly fitted or top-dose-only effect, or another doubt; inactive = no such curve, though single readings can be large; an effect the other way counts as inactive or inconclusive.

SMILES	GLS inhibitor	JMJD2A Tudor	12-LOX inh	BAZ2B block	G9a inh	RGS4 inh	PI4K2A block	ERG-DNA inh	HP1b binding inh
CN(Cc1ccccc1F)C(=O)CN1c2cccc3cccc(c23)S1(=O)=O	4%	-6%	-9%	8%	11%[2.33 µM]	-34%	-3	-4%	40%[activator]
Cc1cc(NC(=O)CCC(=O)N(CC(=O)NC2CCCC2)c2cccc(C)c2C)no1	0%	-26%	-11%	/	/	-1%	-1	1%	-10%
O=C(CNS(=O)(=O)c1ccccc1)N/N=C\c1ccc(Cl)cc1	-12%	-33%[57.1 µM]	-22%	7%	13%[59 µM]	?	-2	3%	?
CCOC(=O)C1=C(Cn2cnc3ccccc32)NC(=O)NC1c1cc(C)ccc1C (stereo unspecified)	4%	-31%	5%	-26%	-12%[59 µM]	-10%	6	0%	4%
Cc1cccc(CSc2nc3c(c(-c4cccs4)c2C#N)CN(C)CC3)c1	-11%	?	-27%	-37%	?	-28%	2	-17%	7%
CCC1Sc2ccccc2N(CC(=O)NCCC(C)C)C1=O (stereo unspecified)	2%	-8%	11%	29%	-25%[0.0925 µM]	-1%	8	0%	14%
c1ccc(N2CCN(c3ccccc3)C2c2cccnc2)cc1	15%	?	-4%	?	?	27%	8	-2%	-18%
Cn1c(SCC(=O)c2ccc3c(c2)OCO3)nnc1C1COc2ccccc2O1 (stereo unspecified)	-1%	50µM*	-32%	6%	?	-29%	-7	-3%	37%
CCOC(=O)c1c(NC(=O)CC2Nc3ccccc3NC2=O)sc(C)c1C (stereo unspecified)	13µM*	-28%	66%[activator]	10%	1%	0%	-3	14%	13%
CC(=O)N1N=C(c2cccs2)CC1c1ccco1 (stereo unspecified)	-1%	-10%	-11%	-2%	0%	-1%	1	0%	19%
OCCCNCc1cccc2ccccc12	6%	-19%	-1%	29%	-41%	-28%	-12	9%	25%
CCOc1cc(/C=N/NC(=O)c2cccs2)ccc1OC(=O)N1CCOCC1	3%	3%	2%	1%	-22%	-20%	-3	-4%	21%
COc1ccc(S(=O)(=O)NCC(c2ccco2)S(=O)(=O)c2ccc(C)cc2)cc1F (stereo unspecified)	6%	-6%	-29%	-15%	-3%[59 µM]	-15%	-5	0%	27%
COc1ccc(S(=O)(=O)NC(C)C(=O)NCc2ccco2)cc1OC (stereo unspecified)	8%	-2%	-1%	-14%	5%	-14%	-3	-7%	13%
CCn1c2c(c3cc(OCC(C)C)ccc31)CCCC2=O	1%	140%[activator]	4%[57.4 µM]	126%[activator]	70%[activator][59 µM]	-3%	3	/	247%[activator]
COc1ccc(CCNC(=O)CN2c3cccc4cccc(c34)S2(=O)=O)cc1OC	0%	4%	14%	-2%	-10%	-41%	-3	-1%	48%[activator]
O=C1CCN(Cc2ccccc2)C(=O)N1	-19%	-17%	22%	/	/	3%	-4	7%	-22%
Cn1c(=O)oc2cc(S(=O)(=O)NCCC(=O)N3CCc4ccccc43)ccc21	-7%	6%	-11%	0%	-26%[59 µM]	-26%	6	-11%	29%
COc1cccc(CNC(=O)C2CCCN(c3ncnc4c3nc3n4CCCCC3)C2)c1 (stereo unspecified)	11%	16%	-15%	-31%	0%	-7%	2	5%	65%[activator]
CC(C)N(C(=O)[C@H]1C[C@H](CC(=O)NCc2ccco2)C(=O)N2CCc3c([nH]c4cc(-c5ccco5)ccc34)[C@]12C)C(C)C	16%	56µM*	-12%	/	/	?	-13	17%	?

The closing 3 entries of the part before are carried over, then new ones follow:
SMILES	GLS inhibitor	JMJD2A Tudor	12-LOX inh	BAZ2B block	G9a inh	RGS4 inh	PI4K2A block	ERG-DNA inh	HP1b binding inh
Cn1c(=O)oc2cc(S(=O)(=O)NCCC(=O)N3CCc4ccccc43)ccc21	-7%	6%	-11%	0%	-26%[59 µM]	-26%	6	-11%	29%
COc1cccc(CNC(=O)C2CCCN(c3ncnc4c3nc3n4CCCCC3)C2)c1 (stereo unspecified)	11%	16%	-15%	-31%	0%	-7%	2	5%	65%[activator]
CC(C)N(C(=O)[C@H]1C[C@H](CC(=O)NCc2ccco2)C(=O)N2CCc3c([nH]c4cc(-c5ccco5)ccc34)[C@]12C)C(C)C	16%	56µM*	-12%	/	/	?	-13	17%	?
CN1CCN(S(=O)(=O)c2ccc(NC(=S)NC(=O)c3ccccc3)cc2)CC1	19%	-28%	-4%	?	?	-30%	-3	8%	-16%
COc1ccc(N(C(=O)CNC(=O)c2ccco2)C(C(=O)NC2CCCC2)c2ccc(C)o2)cc1 (stereo unspecified)	-5%	-13%	?	-3%	-9%	7%	2	-4%	16%
O=C1CC(Cc2ccccc2)C(=O)N1CCc1ccc2c(c1)OCO2 (stereo unspecified)	6%	14%	0%	-4%	-2%[12.7 µM]	16%	-4	-10%	21%
CC1(C)Cc2noc(N)c2C(C)(C)N1OC(=O)c1ccco1	1%	5%	24%	-2%	26%[59 µM]	-10%	-3	5%	27%
O=C(N/N=C/c1cc([N+](=O)[O-])cc(Br)c1O)C12CC3CCC(CC(C3)C1)C2	0%	-22%	-16%	-12%	1%	1%	1	-1%	18%
COc1ccc(NC(=O)c2ccccc2SC)cc1OC	-11%	-11%	139%[activator]	4%	?	-9%	0	2%	23%
O=c1c2ccccc2sn1-c1nccs1	1.3µM*	5.6µM*	1.6µM*	5µM*	1.4µM*	-131%	3	1%	?
Cc1ccc(N=Cc2nc(-c3ccc(C)cc3)oc2O)cc1	-10%	-8%	-13%	1%	-19%	21%[56.9 µM]	-3	9%	29%
CCn1c(NCCCO)nc2c(c1=O)C(C)(CC)Cc1ccccc1-2 (stereo unspecified)	12%	-14%	-1%	-9%	/	28%	-1	-5%	-2%
O=C(c1cc(-c2ccccc2)nn1CC1CC(c2cccnc2)=NO1)N1CCOCC1 (stereo unspecified)	0%	?	1%	/	/	-15%	3	9%	24%
CC1CN(C2CCCCC2)c2nc3c(c(=O)n(C)c(=O)n3C)n2C1 (stereo unspecified)	6%	1%	0%	6%	10%	-16%	-2	4%	15%
CCOC(=O)C1(Cc2ccccc2C(F)(F)F)CCN(CCCn2cccn2)CC1	0%	-14%	-15%	1%	-3%	11%	2	-5%	25%
O=S1(=O)CCN2C(=N1)Sc1c2ccc2c1CCCC2	1%	-13%	8%	-2%	-9%[59 µM]	4%	-1	/	34%
CCc1cccc(NC(=O)C(Cc2ccccc2)NS(=O)(=O)c2ccc3c(c2)c(=O)n(C)c(=O)n3C)c1 (stereo unspecified)	-3%	-8%	0%	?	-13%[59 µM]	11%	1	2%	3%
COc1ccc(/C=C/C(=O)N(CC(C)C)C2CCS(=O)(=O)C2)cc1 (stereo unspecified)	-5%	5%	-2%	8%	3%	2%	0	1%	29%
O=C(NNC(=O)c1ccc2ncccc2c1)c1ccc(Cl)cc1	3%	-15%	-8%	-8%	5%[12.7 µM]	-29%	3	-2%	30%
CN(C)S(=O)(=O)c1cc(NC(=O)CN2CCc3ccccc32)ccc1Cl	-7%	-17%	-5%	-15%	16µM*	-35%	5	-17%	1%
CC[C@]12C(=O)N(C)C[C@H]([C@@H]3C(=O)N(Cc4ccccc4)C(=O)[C@@H]31)N2C(=O)c1ccccc1	-1%	-14%	?	/	/	-2%	6	7%	27%
COc1ccc2sc(-c3ccc(S(C)(=O)=O)cc3)c(C#Cc3cncn3C)c2c1	0%	?	17%	/	/	?	4	14%	9%
CN(C)c1ccc(/C=N/NC(=O)c2ccnn2C)cc1	-1%	-10%	37%[activator]	-5%	-40%	-2%	?	-5%	37%
O=C1NC(=S)N/C1=C/c1ccc2c(c1)OCO2	8%	-8%	-11%	0%	14%	11%	-2	1%	13%
O=S(=O)(NCc1ccco1)c1cccc(S(=O)(=O)N2CCOCC2)c1	0%	-11%	0%	-6%	?	-10%	-7	-5%	46%[activator]
CCCNS(=O)(=O)c1cc2c3c(c1)CCN3C(=O)CC2	9%	-16%	-10%	1%	12%	5%	-7	2%	17%
CC(C)CN(CCCNC(=O)c1cc(=O)[nH]c2ccc(S(=O)(=O)N3CCCC3)cc12)CC(C)C	-2%	-11%	-23%	13%	29%[59 µM]	8%	2	2%	8%
Cn1c(=O)oc2cc(S(=O)(=O)NCCC(=O)Nc3ccc(F)cc3F)ccc21	2%	3%	-14%	-1%	1%[59 µM]	27%	0	1%	35%
Cn1c(=O)c2[nH]c(N=NN3CCCCC3)nc2n(C)c1=O	24%	-26%	-11%	/	/	-1%	-3	7%	7%[57 µM]
CC(C)NC(=O)NC(=O)COc1cccc2c1OC(C)(C)C2	10%	-22%	0%	7%	-9%	3%	-5	-6%	1%
COC(=O)C(Cc1ccccc1)NC(=O)CC(C)CC(=O)Nc1ccc(C)cc1 (stereo unspecified)	-5%	-1%	5%	-10%	17%	-9%	-5	2%	32%
O=C(NC(=S)N1CCCC(C(F)(F)F)C1)c1ccc(F)cc1 (stereo unspecified)	-16%	-24%	8%	-20%	?	-34%	1	1%	-1%
Cc1cccc(N2CC(C(=O)NC3CCCCCC3)CC2=O)c1C (stereo unspecified)	-5%	-4%	56%[activator]	/	/	-7%	4	-8%	43%[activator]
CCOc1ccc(C(=O)CCC(=O)O)cc1	1%	-17%	29%	11%	-11%	-14%	1	7%	31%

An excerpt (hit frequency here may not be typical).
